CSM14.1 death rescue – rescue of cells from ER stress-induced death, primary screen, 384-well, CSM14.1, thapsigargin, ATP luminescence (AID 1222) | CSM14.1 thapsigargin-induced death rescue, ATP luminescence; higher % means a stronger effect | one-dose cellular ATP content (survival), % at 20 µM; EC50 in µM for titrated hits | 190,000 tested, under 10 active;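 active = EC50 below 50 µM in the dose-response confirmation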;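 also: death triggered by thapsigargin at about 15 µM added after 2 h compound pretreatment; cell ATP read after overnight thapsigargin exposure of roughly 18 to 22 hours; normalized against plate controls of thapsigargin alone and 5% DMSO vehicle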
Salmonella PhoP GFP – PhoP-dependent GFP reporter repression – Salmonella Typhimurium, primary screen (AID 1863). S. Typhimurium PhoP-regulated promoter GFP reporter, 4 h; higher % means a stronger effect. 0.16% of 300,000 active. inhibition, % at 50 µM; hits with a dose series show IC50 in µM;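 active = inhibition over 29.93%, a cutoff 3 SD above the screen mean, later confirmed by dose response; inconclusive = inhibition over 29.93% but no dose response follow-up; inactive = inhibition at most 29.93% or unconfirmed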;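 also: 0% = low Mg2+ inducing control and 100% = high Mg2+ repressing control; strong numbers were not always called active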
RSV CPE inhibition – RSV antiviral activity via CPE protection, HEp-2 cells, primary 10 µM value included (AID 2391) | HEp-2 cells, RSV-induced CPE inhibition; higher % means a stronger effect | CPE inhibition, % at 10 µM; hits with a dose series show IC50 in µM | 0.13% of 310,000 active; in the data active = a potency from the dose series; inconclusive = CPE inhibition mostly from about 23% at the one dose, without a potency; inactive = the rest, 99 in 100 with CPE inhibition below about 21%; also: strong numbers were not always called active
PMI inhibition – MPI inhibition at elevated mannose 6-phosphate – biochemical, fluorescence intensity, high mannose 6-phosphate, primary screen (AID 1220) | recombinant PMI enzyme, coupled fluorescence intensity; higher % means a stronger effect | 0.66% of 190,000 active | inhibition, % at 20 µM; hits with a dose series show IC50 in µM
TNAP activation fold – stimulation of alkaline phosphatase TNAP activity – biochemical, luminescent, no phosphate acceptor, uHTS, primary screen (AID 1001). purified TNAP, luminescent activation assay, no phosphate acceptor; higher activation fold means a stronger effect. one-dose activation fold at 20 µM; EC50 in µM for titrated hits. 0.03% of 200,000 active; in the data active = activation fold from about 3, or a potency from the dose series; inactive = the rest, 99 in 100 with activation fold below about 1.6; also: many of its hits are not listed in these tables
human PMI inhibition – inhibitors of human PMI, primary screen, biochemical, fluorescence intensity, coupled assay (AID 1209); one-dose inhibition, % at 20 µM; IC50 in µM for titrated hits; 0.42% of 190,000 active; purified PMI enzyme, coupled fluorescence intensity; higher % means a stronger effect;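 also: plate controls were DMSO vehicle for no effect and wells lacking substrate for full effect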
SV40 large T antigen – TAg ATPase/helicase activity blockers – biochemical (AID 1903). SV40 large T antigen ATPase/helicase inhibition assay; higher % means a stronger effect. inhibition, % at 20 µM; hits with a dose series show IC50 in µM. 0.39% of 310,000 active; in the data active = a potency from the dose series; inconclusive = inhibition mostly from about 32% at the one dose, without a potency; inactive = the rest, 99 in 100 with inhibition below about 32%; also: strong numbers were not always called active
West Nile virus CPE – inhibition of WNV-induced cytopathic effect – cell-based, CPE readout (AID 1621) | 0.02% of 290,000 active | West Nile virus-infected cells, CPE inhibition; higher % means a stronger effect | CPE inhibition, % at 10 µM; hits with a dose series show IC50 in µM; in the data active = a potency from the dose series; inconclusive = CPE inhibition mostly from about 3.7% at the one dose, without a potency; inactive = the rest, 99 in 100 with CPE inhibition below about 2.2%; also: strong numbers were not always called active
Insulin prom up – MIN6 insulin promoter up-regulation. MIN6 insulin promoter-GFP reporter, high-content imaging; active compounds read high. 0.3% of 190,000 active. AID 1625. z-score at 5 µM;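 active = z-score above 3 at 5 µM with at least 500 cells counted in the well; inconclusive = wells under 500 cells, flagged as cytotoxic or low count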
Insulin prom up cell count – further read-out of Insulin prom up, marked with its call; cell count; measured here: cytotoxicity, nuclei count;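 total cells summed across four imaged fields per well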
* = called active by the depositor; ? = inconclusive; . = not tested or not shown. Rule as the data show it, unless noted: active = inhibition above about 50%; inactive = the rest.

Value order: CSM14.1 death rescue, Salmonella PhoP GFP, RSV CPE inhibition, PMI inhibition, TNAP activation fold, human PMI inhibition, SV40 large T antigen, West Nile virus CPE, Insulin prom up, Insulin prom up cell count
> COc1ccc(N2CCN(CCN3C(=O)c4ccccc4C3=O)CC2)cc1
→ ., 7%, 5.2%, ., ., ., 5%, -0.2%, ., .
> COc1ccc(C2/C(=C(/O)c3ccc(S(=O)(=O)N4CCOCC4)cc3)C(=O)C(=O)N2CCN2CCOCC2)cc1 (centres undefined)
→ ., 2%, 0.6%, ., ., ., 5%, -0.1%, ., .
> CCCCc1n[nH]c2c1/C(=N/OCC)CC(C)(C)C2
→ ., 0%, -2.1%, ., ., ., 4%, 0.4%, 0.52, 1016
> O=C(O)CCCNC(=O)CCn1nnc2ccccc2c1=O
→ ., -2%, 0.7%, ., ., ., 7%, -0.1%, -0.81, 1405
> CC(C)(C)NCC(O)COc1cccc2[nH]c(=O)[nH]c12 (centres undefined)
→ ., -9%, -0.3%, ., ., ., 11%, 0.3%, ., .
> O=C(Nc1ccc(S(=O)(=O)N2CCCCC2)cc1)c1cnccn1
→ 0.8%, -4%, 4.8%, 5%, 1, 8%, 4%, 0.3%, -0.18, 884
> O=C(CN1C(=O)CSC1=O)N1CCc2ccccc2C1
→ -2.5%, 17%, 1.7%, -12%, 1.3, -3%, 3%, -0.2%, -0.09, 1261
> COc1ccc(NC(=S)NCCCN2CCCC2=O)c(OC)c1
→ 0.5%, -11%, -0.4%, 16%, 1, 15%, 8%, -0.5%, -0.08, 1421
> CCOC(=O)C1Nc2c(cc(C(F)(F)F)cc2[N+](=O)[O-])C2c3ccccc3CC12 (centres undefined)
→ ., 5%, 0.7%, ., ., ., 17%, -0.5%, ., .
> CCCOC(=O)c1ccc(NC(=O)c2cc(OC)c(OC)c(OC)c2Br)cc1
→ -0.6%, 0%, 1.2%, 20%, 1.1, 19%, 8%, 2.0%, -3.3, 573
> COc1cc(C(=O)N2CCN(C(=O)c3ccco3)CC2)cc(OC)c1OC
→ 3.7%, 7%, 1.4%, 4%, 1.1, 10%, 4%, 0.2%, 0.9, 1112
> Cn1nnnc1SCc1ccc(Cl)cc1
→ ., 1%, -1.4%, -2%, 1.1, -9%, 11%, -0.3%, 0.08, 1342
> CCCCCOc1ccc(CSC(=N)N)cc1[N+](=O)[O-]
→ -2.1%, 83µM*, 5.2%, 9%, 0.7, 10%, 4%, -0.1%, -0.82, 908
> COc1cc(NC(=S)NCCSc2ccc(C)cc2)cc(OC)c1
→ -4.4%, -4%, 0.9%, 6%, 1.6, 12%, 8%, -1.9%, ., .
> COc1cc(NC(=O)NCC2CCN(Cc3ccccc3Cl)CC2)cc(OC)c1OC
→ ., 1%, -3.3%, ., ., ., -1%, -1.0%, ., .
> COc1cccc(N(CC(=O)Nc2cccc(C(C)=O)c2)S(C)(=O)=O)c1
→ -0.4%, 2%, 0.8%, 13%, 1.1, 13%, 0%, 0.1%, 0.52, 1475
> COC(=O)c1sc(NC(=O)CC(C)C)c(C(=O)OC)c1C
→ -1.0%, -2%, 1.9%, 6%, 1.1, 2%, 8%, 0.2%, -0.48, 847
> CNC(=O)c1c(N)sc2c1CCCCC2
→ -0.9%, -8%, 1.3%, -56%, 1.2, -44%, 21%, -0.1%, -1.1, 966
> COc1cc(C(C[N+](=O)[O-])c2c(C)cc3ccccn23)ccc1O (centres undefined)
→ ., 20%, 12%, ., ., ., 21%, 1.1%, ., .
> Cc1no[n+]([O-])c1COc1ccccc1/C=N/n1nnnc1N
→ 2.0%, -1%, 3.0%, -3%, 1.2, 14%, 9%, -1.1%, ., .
> COc1cc(/C=N/n2c(-c3ccccc3)n[nH]c2=S)ccc1O
→ ., 11%, -0.5%, ., ., ., ?, 1.4%, -0.32, 1281
> Cc1cnc(C(=O)Nc2ccc(F)cc2)cn1
→ 3.6%, 5%, 1.6%, 13%, 1, 9%, 16%, 0.1%, ., .
> COC(=O)C(Cc1ccc(OC(=O)c2ccc(C)cc2)cc1)N1Cc2ccccc2C1=O (centres undefined)
→ 0.6%, 0%, 3.2%, 26%, 1.1, 21%, 3%, 0.9%, 0.38, 1836
> CCN1CCN(C(=S)Nc2cccc(C(F)(F)F)c2)CC1
→ 0.1%, -6%, 2.2%, 6%, 1.1, 15%, 6%, 0.8%, ., .
> COC(=O)NC(Nc1sc2c(c1C(N)=O)CCCC2)(C(=O)OC)C(F)(F)F (centres undefined)
→ -0.2%, -4%, 1.5%, 31%, 1.1, 14%, 5%, 0.0%, 0.72, 1408
> CCOc1ccc(C(C)(C)C)cc1S(=O)(=O)n1nc(C)cc1C
→ 1.9%, -2%, 0.9%, 3%, 1, 8%, 29%, -1.3%, ., .
> O=c1[nH]nc(N2CCOCC2)c(=O)[nH]1
→ ., -5%, 0.0%, ., ., ., 10%, -0.5%, 0.47, 1125
> COc1ccc(CN2CCn3ncc(C(=O)Nc4cccc(C)c4)c3C2=O)cc1
→ -2.6%, 3%, 0.9%, 0%, 1.1, 4%, -1%, -0.2%, -0.74, 854
> O=C(CC1CCS(=O)(=O)C1)NC1CCCCC1 (centres undefined)
→ 0.7%, -6%, 1.8%, 2%, 1.1, 4%, 1%, 0.3%, 0.97, 1508
> Cc1cc2cc(CNC(=O)c3ccc4c(c3)OCO4)ccc2[nH]1
→ -2.4%, ., -0.5%, 22%, 1.1, 7%, ., 0.6%, -0.4, 1071
> COc1ccc(-n2ncc3c2CC(C)(C)CC3NC(=O)CCN2CCCC2=O)cc1 (centres undefined)
→ ., 1%, 2.1%, ., ., ., 7%, -0.5%, ., .
> O=C(COC(=O)c1ccccc1)NC1CCCC1
→ ., 3%, 1.4%, ., ., ., 20%, 0.0%, ., .
> O=C(Cc1ccccc1Cl)Nc1cccnc1
→ ., -4%, 0.0%, -2%, 1.1, -5%, 14%, -0.3%, 0.42, 1329
> CCOC(=O)C(C)Sc1nnc(-c2ccccc2O)n1Cc1ccccc1 (centres undefined)
→ -1.0%, -7%, 0.8%, 13%, 1, -3%, 1%, 0.1%, 1, 1482
> O=c1c(C=NCc2ccccc2)c(NCc2ccccc2)nc2ccccn12
→ -1.5%, 1%, 5.3%, 16%, 1, 16%, 16%, -0.6%, 0.34, 1427
> O=C(CS(=O)(=O)c1ccccc1)c1ccc2c(c1)OCCO2
→ -4.5%, -6%, 0.5%, 8%, 1.1, 11%, 1%, 0.4%, 1.3, 1188
> CC1(OC(=O)C2CCCC2)C(=O)C=C2C=C(c3ccsc3)N(c3ccccc3)C=C2C1=O (centres undefined)
→ ., -1%, 0.0%, ., ., ., 15%, -0.2%, -0.4, 1111
> Cc1noc(C)c1CSCC(=O)OCC(=O)Nc1sccc1C#N
→ -0.2%, -5%, 5.8%, 5%, 1, 2%, 6%, -0.2%, -0.48, 1127
> Cc1nnc(CN(C)C(=O)c2cc(COc3ccc(F)cc3Cl)on2)o1
→ ., 8%, 1.8%, ., ., ., 20%, -0.4%, ., .
> Fc1ccc(C2NCCn3cccc32)cc1 (centres undefined)
→ -0.4%, 6%, -1.2%, -25%, 1, -16%, 21%, 0.4%, 3.9*, 1434*
> CCN(Cc1ccc(OC)c(F)c1)C(=O)c1oc2ccccc2c1COC
→ ., 1%, 10%, ., ., ., 6%, -1.5%, ., .
> COc1ccc(CCNC(=O)[C@H](CC(C)C)NC(=O)N2CCn3c2nc2ccccc23)cc1OC
→ ., -1%, 1.4%, ., ., ., 6%, -0.8%, ., .
> Cc1nc(C)c(-c2ccc(SCc3ccccc3F)nn2)s1
→ ., 0%, ?, ., ., ., 6%, -0.6%, ., .
> O=c1cc(CN2CCCCC2)nc(C2CC2)[nH]1
→ -0.5%, -9%, 0.1%, 16%, 1, 7%, -1%, 1.0%, ., .
> O=C(Cc1cccs1)Nc1ccccc1F
→ ., 2%, -0.9%, ., ., ., 17%, -0.3%, ., .
> CN(C)[C@@H]1CCC[C@@H]1OC(=O)C(c1ccccc1)c1ccccc1
→ -2.7%, -5%, 1.3%, 4%, 1.2, 13%, 10%, 0.5%, 1.8, 975
> Cc1ccccc1OCC(O)Cn1c(SC(C)C)nc2c1c(=O)[nH]c(=O)n2C (centres undefined)
→ -0.7%, -17%, 0.4%, 31%, 1, 47%, 9%, -0.1%, -1.4, 1116
> CCn1cc(CNCc2c(C(=O)N3CCCCC3)nc3c(C)cccn23)cn1
→ 1.2%, -1%, 0.8%, 7%, 1.1, 11%, 23%, 0.2%, -0.21, 1370
> CCn1cc(C(=O)NCC(=O)OC)c2cc(OC)c(OC)cc2c1=O
→ 0.4%, -8%, 1.2%, 6%, 1.1, 6%, 18%, -0.1%, 0.69, 1625
> Cc1cccc(CCNS(=O)(=O)c2ccc3c(c2)NC(=O)CO3)c1
→ ., -8%, 2.3%, ., ., ., 7%, -0.8%, ., .
> Cc1nc2c(cc1N)nc(C)n2Cc1ccccc1
→ ., 3%, 1.1%, ., ., ., 5%, -0.2%, ., .
> CCOc1ccc(CCNC(=O)CN(C)S(=O)(=O)c2cccc3nsnc23)cc1OCC
→ 0.5%, 2%, 0.6%, -5%, 1.1, -4%, 14%, -0.4%, -1.5, 1336
> O=C(CN1C(=O)N/C(=C\c2ccccc2OCc2ccc(C(=O)O)cc2)C1=O)Nc1ccc(F)cc1
→ ., 5%, 1.5%, ., ., ., 3%, 0.1%, ., .
> CC(=O)OCCCCCCCCCCC[N+]1(C)CCCCC1
→ -1.3%, 1%, 16%, 9%, 1.2, 9%, 28%, -0.3%, -0.22, 1506
> O=C(CCc1nc2ccccc2[nH]1)Nc1ccc2c(c1)OCCO2
→ -1.8%, 0%, 1.1%, -19%, 1, -23%, -4%, ., 0.37, 1087
> Cn1c(O)c(N=NC(=O)C2COc3ccccc3O2)c2ccccc21 (centres undefined)
→ ., -3%, -0.4%, ., ., ., 15%, 0.5%, -0.24, 1074
> Cc1ccc(-n2[nH]c(C)c(C=Nc3cc(C)ccn3)c2=O)cc1
→ ., -3%, -0.8%, 14%, 1.2, 22%, -11%, 0.3%, 0.07, 1274
> COc1cc(C(=O)OCCn2c(=O)c3c(ncn3CCN(C)C)n(C)c2=O)cc(OC)c1OC
→ -1.6%, 0%, 0.9%, -30%, 1.1, -37%, 4%, 0.4%, 0.7, 1314
> CCOc1ccc(CN(C(=O)/C=C/c2ccco2)C2CCS(=O)(=O)C2)cc1 (centres undefined)
→ ., -8%, 2.9%, ., ., ., 26%, -0.8%, ., .
